Cav3 T inh: human Cav3.2 channel inhibition, primary screen; O95180; Cav3.2-expressing cells, Fluo-4 calcium fluorescence FDSS; stronger effect = lower value; B-score at 10 µM; actives 4% (n = 100,000);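 active = single-dose well whose peak fluorescence ratio is a statistical outlier from its plate by either plate-standardised score or position-corrected B-score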
The depositor's hits bear a star. Some of the compounds tested, so the mix of outcomes need not match the whole.

Start of the data: the first six entries, to show the layout:
Cav3 T inh | SMILES
-1.6 | O=C(c1ccc(Cl)c(S(=O)(=O)Nc2ccc(F)cc2)c1)N1CCN(c2ccccn2)CC1
0.47 | O=c1[nH]c(N2CCc3ccccc3C2)nc2c1CCC2
0.061 | O=C(CC(c1ccccc1)c1ccccc1O)NCCN1CCOCC1 (configuration not stated)
-0.41 | CO/N=C/c1ccc(N2CCN(C(=O)c3ccc(C)cc3)CC2)c([N+](=O)[O-])c1
0.71 | O=C(c1ccc(N2CCNCC2)cc1)c1cccnc1
2.2 | CC(=O)Nc1ccc(NC(=O)/C(Cl)=C/c2ccccc2)cc1

The list itself, from the start:
Cav3 T inh | SMILES
-1.6 | O=C(c1ccc(Cl)c(S(=O)(=O)Nc2ccc(F)cc2)c1)N1CCN(c2ccccn2)CC1
0.47 | O=c1[nH]c(N2CCc3ccccc3C2)nc2c1CCC2
0.061 | O=C(CC(c1ccccc1)c1ccccc1O)NCCN1CCOCC1 (configuration not stated)
-0.41 | CO/N=C/c1ccc(N2CCN(C(=O)c3ccc(C)cc3)CC2)c([N+](=O)[O-])c1
0.71 | O=C(c1ccc(N2CCNCC2)cc1)c1cccnc1
2.2 | CC(=O)Nc1ccc(NC(=O)/C(Cl)=C/c2ccccc2)cc1
0.79 | CC1CN/C(=C\C(=O)c2ccc(Cl)cc2)C(=O)N1 (configuration not stated)
1.5 | CC(NC(=O)C1(C)CC1(Br)Br)C(C)(C)C (configuration not stated)
1.9 | O=C(CSc1nccc(=O)[nH]1)Nc1ccc(S(=O)(=O)N2CCOCC2)cc1
-0.08 | Cc1ccc(Sc2nc(C)cc(C)c2S(C)(=O)=O)cc1
0.93 | O=C(Nc1ccccc1)N1CCSCC1
-0.042 | CCOc1ccc(CCNC(=O)c2cc3sc(Cl)cc3n2C)cc1OCC
-1.4 | Cc1ccc(Nc2c([N+](=O)[O-])c(=O)n(C)c3ccccc23)cc1C
-1.7 | CCOC(=O)c1nn(C23CC4CC(CC(C4)C2)C3)c2c1C(=O)N(c1ccc(C)cc1)C2=O
-5.3* | CCOC(=O)c1c(C)n(C)c2ccc(OCC(O)CN3CCC(C)CC3)cc12 (configuration not stated)
0.55 | COc1cc(OC)c(Cl)cc1N
-1.8 | NC(=O)c1ccsc1NC(=O)COC(=O)Cc1cccc2ccccc12
-0.56 | COC(=O)c1cc(OC)c(OC)cc1NC(=O)Cn1nnc(-c2ccccc2Cl)n1
-0.43 | Cc1cc(C)nc(NC2=NCC(=O)N2c2cccc(Cl)c2)n1
0.16 | Cc1c(NC(=O)C(C)Sc2n[nH]c(N)n2)c(=O)n(-c2ccccc2)n1C (configuration not stated)

Taken from the entries so far for reference:
Cav3 T inh | SMILES
-0.042 | CCOc1ccc(CCNC(=O)c2cc3sc(Cl)cc3n2C)cc1OCC
-1.4 | Cc1ccc(Nc2c([N+](=O)[O-])c(=O)n(C)c3ccccc23)cc1C
-1.7 | CCOC(=O)c1nn(C23CC4CC(CC(C4)C2)C3)c2c1C(=O)N(c1ccc(C)cc1)C2=O
-5.3* | CCOC(=O)c1c(C)n(C)c2ccc(OCC(O)CN3CCC(C)CC3)cc12 (configuration not stated)

(further entries)
Cav3 T inh | SMILES
0.47 | Cc1nc2ccccc2c(=O)n1NC(=O)c1ccccc1Cl
0.29 | O=C(CC1SCCNC1=O)Nc1cccc(Cl)c1 (configuration not stated)
1.1 | Cc1c(O)cc2n(c1=O)-c1ccccc1C2(C)C
-0.068 | NC(=O)c1cc(S(=O)(=O)NC2CCCCC2)co1
-4.7* | O=C(OCC#CCSc1nnc(-c2cccc3ccccc23)o1)c1cccs1
1 | O=C(CN1C(=O)C2CC=CCC2C1=O)NCC1COc2ccccc2O1 (configuration not stated)
0.92 | Cc1ccnc(NC2OC(=O)c3ccccc32)c1 (configuration not stated)
0.17 | Cc1ccc2cc(C#N)c(N3CCN(C)CC3)nc2c1
-0.15 | Cc1ccc(CCNC(=O)C2CCCN(S(=O)(=O)c3c(C)nn(C)c3C)C2)cc1 (configuration not stated)
0.28 | Cc1cc(F)c(F)c(C(=O)N2CCOCC2)c1
-1.3 | O=C(CN1C(=O)C2(OCCCO2)c2ccccc21)NCc1ccccc1
0.16 | Cc1ccc(Nc2nc(N)nc(CC#N)n2)cc1
0.44 | COc1ccc(NCc2nnc(SCC(=O)c3ccc(OC)cc3)n2C)cc1
1.5 | CCO[C@@H]1OC(C(=O)O)=C[C@H](c2ccccc2)[C@H]1CCCO
-0.34 | O=C(NC1CCC(O)CC1)c1ccc(S(=O)(=O)NCc2ccco2)cc1 (configuration not stated)
-0.51 | COc1cc(C2C(C#N)=C(N)Oc3cc(N)ccc32)cc(OC)c1OC (configuration not stated)
-5.8* | O=C(CN(C1CCCCC1)C1CCCCC1)N1CCc2ccccc2C1
-0.74 | CC(C)(C)C(=O)COC(=O)c1cc2ccccc2cc1O
-2.2 | O=C(COC(=O)C1=Cc2ccccc2OC1)NC1CCCC1
-0.3 | COc1ccc(CCNC(=O)CSCc2n[nH]c(=O)[nH]2)cc1OC
-0.23 | CN1CCN(C(=O)c2cn(C)c3ccc(S(=O)(=O)N(C)C4CCCCC4)cc3c2=O)CC1
0.34 | CCOc1nc(-c2ccccc2)ccc1-c1noc(-c2ccncc2)n1
0.57 | O=C(Nc1ccc2c(c1)OCO2)c1cc2nc(C3CC3)cc(C(F)(F)F)n2n1
0.02 | Cc1cc(=O)[nH]c(Nc2ccc(C(=O)OC(C)C)cc2)n1
1.6 | CN1CCN(C(=O)C2=C[C@H](c3ccc4c(c3)OCO4)C[C@H](OCCCCO)O2)CC1
-4.4* | Cc1ccc(-c2nnn(CC(=O)N(c3ccccc3F)C(CC(C)C)C(=O)NCC3CCCO3)n2)cc1 (configuration not stated)
0.49 | Cc1ccc(C)c(NS(=O)(=O)c2ccc(NC(=O)c3ccco3)cc2)c1
1.2 | C=CCn1c(SCc2ccccc2)nnc1-c1cccnc1
0.68 | CC(=O)Nc1ccc(NC(=O)c2ccccc2F)cc1
0.82 | CC(C)Nc1cc(N2CCCC2)ccc1[N+](=O)[O-]
-2 | CC(=O)NCCc1nc2ccccc2n1Cc1ccc(C)cc1
-1.1 | COc1ccccc1CNC(=O)c1ccccc1N
0.026 | COc1ccc(OC)c(CCNC(=O)CC2Oc3ccc(C)cc3NC2=O)c1 (configuration not stated)
0.099 | Cc1cccc(C)c1NC(=O)CS(=O)CC(=O)Nc1ccc(F)cc1F (configuration not stated)
-0.94 | O=C(NC1CCCCC1)c1cc2nc3c(c(C(F)(F)F)n2n1)CCCC3
-2.9 | CCOc1ccccc1N(CC(=O)OC)S(=O)(=O)c1ccccc1
0.05 | CCCOc1ccc(C(=O)NC(=S)Nc2nc(C)c(C(=O)N(C)C)s2)cc1
-0.4 | O=C1CC(N2CCN(c3nc4ccccc4s3)CC2)C(=O)N1c1cccc(F)c1 (configuration not stated)
0.2 | COc1ccc(NC(=O)Cn2c(C)cc(=O)c3cccc(OC)c32)cc1
0.99 | COc1ccc(-c2cc(C(F)(F)F)nc(-n3cncn3)n2)cc1
0.15 | COc1ccc(C(=O)Cn2nnc(-c3ccccc3NC(=O)C3CCCCC3)n2)cc1
-4.8* | Cc1ccc(C)c(N(CC(=O)NC2CCCC2)C(=O)c2oc(C(C)(C)C)cc2C)c1
0.032 | O=C(NCc1ccccn1)c1n[nH]c2ccccc12
0.74 | O=C(O)CC(C(=O)O)n1nc(-c2ccccc2)cc1-c1ccccc1 (configuration not stated)
0.023 | O=c1nc(-c2ccccc2)cc(C(F)(F)F)[nH]1
-0.58 | COC(=O)c1cn(NC(=O)c2cccnc2)c(=O)c2ccccc12
-1 | CC1CCN(C(=O)Cn2cc(C(=O)c3ccco3)c3ccccc32)CC1
1 | Cc1ccc(/C(N)=N/OC(=O)CCC2CCCCC2)cc1
1.7 | COc1ccc(CN2CCC(C(=O)N3CCN(c4ccccc4F)CC3)CC2)cc1OC
-0.35 | CC(C)(C)C1CCC2(CC1)C(Nc1cccc(C(F)(F)F)c1)=NC(=S)N2CC#N (configuration not stated)

Later entries:
Cav3 T inh | SMILES
-0.26 | Cc1cccc(C(=O)OCC(=O)Nc2nccs2)c1
0.27 | COc1cccc(C(NC(=O)c2ccccc2F)NC(=O)c2ccccc2F)c1
0.2 | O=C(NCC(c1cccnc1)N1CCN(c2ccccc2)CC1)C1CCCCC1 (configuration not stated)
0.17 | COC(=O)c1cc(/C=C/c2ccccc2)on1
-0.84 | Cc1ccccc1OCCCC(=O)Nc1ccc(Br)cc1
0.84 | COC(=O)C(CC(C(=O)OC)C(=O)OC)C(=O)OC
0.82 | CN(c1ccccc1C(=O)Nc1ccc(S(=O)(=O)N2CCCCC2)cc1)S(C)(=O)=O
-2.2 | COC(=O)[C@@H]1C[C@@H]2CC[C@@H](O)C[C@@H]2N1Cc1ccc(C(F)(F)F)cc1
-1.7 | N=c1n(CCO)c2ccccc2n1CCOc1ccc(Cl)cc1Cl
0.0027 | CCc1cccc(N=c2c([N+](=O)[O-])nn(-c3ccc(Cl)cc3)n2O)c1

A draw from above in order of length of the SMILES, rising.
Cav3 T inh | SMILES
0.27 | COc1cccc(C(NC(=O)c2ccccc2F)NC(=O)c2ccccc2F)c1
0.0027 | CCc1cccc(N=c2c([N+](=O)[O-])nn(-c3ccc(Cl)cc3)n2O)c1
-2.2 | COC(=O)[C@@H]1C[C@@H]2CC[C@@H](O)C[C@@H]2N1Cc1ccc(C(F)(F)F)cc1

Next structures follow.
Cav3 T inh | SMILES
0.18 | O=C(CCN1C(=O)c2ccccc2C1=O)N(CCO)Cc1ccccc1
0.73 | COc1ccc(C(=O)Nc2ccc(OCc3ccccc3)cc2)cc1[N+](=O)[O-]
0.52 | O=C(CCN1C(=O)COc2ccccc21)NCCCN1CCN(c2ccc(F)cc2)CC1
-1.9 | CC12CC3CC(C)(C1)CC(CN)(C3)C2
-0.072 | O=C(COC(=O)C1CC(=O)N(Cc2ccco2)C1)c1ccc(OC(=O)c2ccccc2)cc1 (configuration not stated)
-2.6 | CCn1c(SCC(=O)Nc2oc(-c3ccccc3)c(-c3ccccc3)c2C#N)nnc1-c1cc(OC)cc(OC)c1
0.17 | O=c1n(-c2ccccc2)c(=O)n2n1CCC2
1.1 | CC(=O)Nc1sc2c(c1C(=O)N1CCOCC1)CCCCC2
2.3 | O=C(O)CCC(=O)c1ccc2c(c1)OCCO2
0.2 | COCCCNC(=O)c1ccc(N2CCCC2)c(NS(=O)(=O)c2ccc(C)cc2)c1
-0.25 | Cn1nnc2cc(NC(=O)N3CCN(c4ccccn4)CC3)ccc21
0.33 | COCCNC(=O)CN(CCc1ccccc1)S(=O)(=O)c1ccc(OC)cc1
0.0012 | COc1cccc(-n2c(Cc3cc(=O)[nH]c(=O)[nH]3)nnc2SCC(=O)N2CCCC2)c1
-1.5 | COCCn1c(=N)c(C(=O)NCc2ccco2)cc2c(=O)n3ccccc3nc21
0.65 | CN(C)c1nc2c(c(=O)[nH]c(=O)n2C)n1Cc1ccccc1Br
-0.072 | COC(=O)C1=C(C)N(CC2CCCO2)C(=O)C1 (configuration not stated)
0.85 | COC(=O)Nc1nnc(-c2ccccc2Cl)s1
0.26 | CCCC(c1nnnn1CC(=O)OCC)N(Cc1cc2ccc(C)cc2[nH]c1=O)C1CCCC1 (configuration not stated)
-5.7* | CN(C1CCCCC1)S(=O)(=O)c1ccc(NC(=S)NC(=O)c2cccs2)cc1
-2.4 | CCCCCCCCCCSc1n[nH]c(NC(C)=O)n1
-0.094 | Cc1ccc(CC(NC(=O)c2ccccc2)C(=O)NCC(=O)O)cc1 (configuration not stated)
0.02 | CCCc1[nH][nH]c(=O)c1C(c1ccc(Cl)cc1)C(C#N)C#N (configuration not stated)
0.79 | CC(NC(=O)Cc1ccsc1)c1ccc(S(N)(=O)=O)cc1 (configuration not stated)
0.67 | CCOC(=O)C(C)C1(O)c2ccccc2-c2ncccc21 (configuration not stated)
0.64 | Cc1c(Cl)cccc1N(CC(=O)N1CCCCCC1)S(C)(=O)=O
0.56 | CN1CCN(C(=O)CSc2nc(-c3cccs3)ccc2C#N)CC1
0.24 | O=C(NC(Cc1c[nH]c2ccccc12)C(=O)O)c1ccco1 (configuration not stated)
1.2 | O=c1cc(CSc2nnc(-c3ccco3)o2)c2ccccc2[nH]1
-0.034 | COc1ccc(S(=O)(=O)N(C)c2ccc(C(=O)NCCC(C)C)cc2)cc1
1.2 | CCCCOC(=O)n1c(=S)oc2cc(Cl)ccc21
0.68 | O=C(Cn1cc[n+](CC(=O)c2ccccc2)c1)c1ccccc1
-0.29 | Cc1cc(NC(=O)C(C)C)ncc1NC(=O)CCc1ccccc1
-0.05 | CCCN1CCC(=O)N([C@H](CSc2ccc(C)cc2)CC(C)C)CC1
-0.17 | COc1cccc(-n2ccnc2SCC(=O)Nc2nccs2)c1
-0.13 | CCOc1cc(S(=O)(=O)N2CCCCC2)ccc1F
0.15 | COc1ccc(NC(=O)C2C3C=CC(C3)C2C(=O)NCc2ccccn2)c(OC)c1 (configuration not stated)
0.2 | O=C(c1cc2c(s1)-c1ccccc1OC2)N1CCN(c2ccccc2)CC1
-0.86 | COc1ccc(NC(=O)C(NC(=O)OC(C)(C)C)C(C)OCc2ccccc2)cc1 (configuration not stated)
0.96 | COc1ccc(NC(=O)Cn2cc(C(=O)c3ccco3)c3ccccc32)cc1
0.4 | Cc1ccc(-n2ncc3c(=O)[nH]c(SCC(=O)N4CCC(C)CC4)nc32)cc1C
-1.3 | O=C1CSC(c2ccc(Cl)cc2)N1C1CCCCC1 (configuration not stated)
0.62 | CCOC(=O)C1CCCN(C(=O)CCCn2nc(C)n3c(cc4sccc43)c2=O)C1 (configuration not stated)
-8.8* | CC(NC(=O)CCC(=O)NC(C)C1COc2ccccc2O1)C1COc2ccccc2O1 (configuration not stated)
0.56 | CCOC(=O)CSc1nnc(Cn2c(=O)sc3ccccc32)n1-c1ccccc1C
2.1 | NC(=O)COc1c(-c2ccccc2)oc2ccccc2c1=O
-0.85 | O=C(C1=C[C@H](C2CCCCC2)C[C@H](OCc2ccc(CO)cc2)O1)N1CCN(Cc2ccc3c(c2)OCO3)CC1
-3.7* | Cc1cc(NC(=O)CCC(=O)N(c2ccc(F)cc2)C2(C(=O)NC3CCCCC3)CCCC2)no1
-1.8 | COc1ccc(NC(=O)C(C)N2c3cccc4cccc(c34)S2(=O)=O)cc1OC (configuration not stated)

Screening data: PubChem BioAssay, Vanderbilt High Throughput Screening Facility
